Source: PubChem BioAssay (National Center for Advancing Translational Sciences (NCATS))
POLH inh – qHTS for Inhibitors of Polymerase Eta; recombinant Pol eta, fluorescent DNA replication assay; Potency, µM (titrated, usually from 114 µM), without a hit: at the highest dose activity change, negative = inhibition, hits mostly inhibitors; hit rate 1.2% among 390,000; also: potency is read from the fitted curve at half-maximal effect; % is scaled to controls: 0 for no effect and ±100 for the full control effect
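Pol eta (10 nM) was preincubated with compounds for 15 min at room temperature, after which fluorescent replication substrate (50 nM final) was added to start the reaction. Fluorescence was read kinetically at 0 and 10 min.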
APE1 inh – qHTS Assay for Inhibitors of the Human Apurinic/apyrimidinic Endonuclease 1 (APE1) | hit rate 0.35% among 350,000 | AID 2517, 2012 | DNA repair nuclease/redox regulator APEX1 (Homo sapiens), P27695 | recombinant APE1, TAMRA/BHQ-2 abasic DNA cleavage fluorescence | Potency, µM (doses to about 65.8 µM), inactives show top-dose activity change, negative = inhibition, most hits filed as inhibitors;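 also: potency is read from the fitted curve at half-maximal effect; plate controls were vehicle for no effect and reference inhibitor for full effect; nearly all actives have a fitted effect of over 55% in size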
Target sequence (P27695 whole entry, looked up): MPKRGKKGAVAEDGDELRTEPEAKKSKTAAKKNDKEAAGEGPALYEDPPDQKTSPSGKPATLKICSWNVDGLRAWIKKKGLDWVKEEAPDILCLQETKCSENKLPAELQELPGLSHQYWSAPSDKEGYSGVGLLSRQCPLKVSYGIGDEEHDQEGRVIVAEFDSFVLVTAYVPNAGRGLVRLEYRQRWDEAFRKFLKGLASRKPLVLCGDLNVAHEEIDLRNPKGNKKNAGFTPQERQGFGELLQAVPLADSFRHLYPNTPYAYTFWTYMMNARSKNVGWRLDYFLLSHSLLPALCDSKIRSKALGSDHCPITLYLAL
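Enzyme (0.75 nM final) and test compound are incubated 15 min at room temperature before adding 50 nM quenched THF abasic-site duplex. Cleavage dequenches TAMRA, followed at 525/598 nm over three reads one minute apart.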
POLB inh – qHTS Assay for Inhibitors of DNA Polymerase Beta | P06746 | Pol beta primer extension/strand displacement, fluorescence kinetic | Potency, µM (series often up to 114 µM), without a hit: at the highest dose activity change, negative = inhibition, usual class: inhibitors | hit rate 1.3% among 340,000 | AID 485314, 2010; also: potency is read from the fitted curve at half-maximal effect; % is scaled to controls: 0 for no effect and ±100 for the full control effect
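Kinetic readout of DNA synthesis with strand displacement by Pol beta. Compound and 10 nM enzyme sit 15 min at room temperature; 50 nM substrate starts the reaction, read immediately and at 10 min.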
Pol kappa inh – qHTS for Inhibitors of Polymerase Kappa | hit rate 0.53% among 400,000 | AID 588579, 2011 | purified Pol kappa, fluorescent DNA synthesis assay, 10 min | Potency, µM (series often up to 107 µM), without a hit: at the top dose activity, negative = inhibition, usual class: inhibitors | DNA polymerase kappa (Homo sapiens), Q9UBT6; also: potency is read from the fitted curve at half-maximal effect; % is scaled to controls: 0 for no effect and ±100 for the full control effect
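Fluorescent qHTS in 1536-well format: enzyme (10 nM) and compound sat 15 min at room temperature before 50 nM substrate (final) was added. Signal taken at 0 and 10 min; no-enzyme buffer wells were negative controls.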
12-LOX inh – Primary qHTS assay for inhibitors of human arachidonate 12S-lipoxygenase (ALOX12): Round 2 | purified 12hLO, xylenol orange hydroperoxide absorbance | Potency, µM (doses to about 108 µM), for inactives: top-dose activity change, negative = inhibition, most hits filed as inhibitors | hit rate 1.1% among 580,000 | AID 1671190, 2021; also: potency is read from the fitted curve at half-maximal effect; % is scaled to controls: 0 for no effect and ±100 for the full control effect
Target sequence (P18054 whole entry, looked up): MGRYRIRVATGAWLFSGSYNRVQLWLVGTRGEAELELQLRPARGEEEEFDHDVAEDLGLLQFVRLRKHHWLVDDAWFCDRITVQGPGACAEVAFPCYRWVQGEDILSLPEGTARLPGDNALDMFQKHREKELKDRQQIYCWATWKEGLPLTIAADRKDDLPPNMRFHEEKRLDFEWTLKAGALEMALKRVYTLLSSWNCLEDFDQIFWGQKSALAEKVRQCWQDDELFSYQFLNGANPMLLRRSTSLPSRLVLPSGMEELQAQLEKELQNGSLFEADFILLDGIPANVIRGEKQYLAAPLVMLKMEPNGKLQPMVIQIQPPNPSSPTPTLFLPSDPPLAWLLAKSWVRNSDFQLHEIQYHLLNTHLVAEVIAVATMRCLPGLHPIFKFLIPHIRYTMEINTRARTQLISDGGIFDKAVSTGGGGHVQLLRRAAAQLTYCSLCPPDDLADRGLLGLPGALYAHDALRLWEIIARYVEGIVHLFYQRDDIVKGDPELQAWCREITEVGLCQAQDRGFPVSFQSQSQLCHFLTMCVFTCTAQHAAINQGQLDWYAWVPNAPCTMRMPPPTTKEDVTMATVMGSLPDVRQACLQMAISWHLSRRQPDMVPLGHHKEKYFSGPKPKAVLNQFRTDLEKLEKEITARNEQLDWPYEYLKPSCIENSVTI
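Hydroperoxide product was detected by ferrous iron/xylenol orange as the 573 to 405 nm absorbance ratio. Arachidonic acid at 40 uM (final) was turned over for 30 min at room temperature by 150 nM human 12hLO, pH 7.0 Hepes buffer, after 15 min compound preincubation.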
ERG-DNA inh – qHTS for Small Molecule Inhibitors of the ERG Ets/DNA interaction; fluorescence polarization, His-ERG Ets domain / labelled DNA; hit rate 0.028% among 370,000; Potency, µM (series often up to 76.9 µM), inactives show at the top dose FP activity, negative = inhibition, most hits filed as inhibitors; AID 624246, 2012; active = well fitted inhibition curve with a large enough effect in the polarisation, with a control signal flat; inconclusive = small, poorly fitted or top-dose-only effect, or effect the other way, or a change in a side signal; inactive = no such curve, though single readings can be large or run the other way; the % refers to the polarisation;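 also: polarization taken with two DNA probes labelled with fluorescein and Texas red; potency is read from the fitted curve at half-maximal effect; % of control where 0% means no effect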
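His-tagged ERG Ets domain (1 uM in the protein solution; 300mM KCl, 50mM Tris-HCl, 1mM EDTA, 1mM DTT, pH 7.5) received compound, then a probe mix of 5 nM fluorescein-DNA and 100nM Texas-615-DNA. Fluorescence polarization was read for both dyes.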
RGS4 inh – Inhibitors of Regulator of G Protein Signaling (RGS) 4: qHTS; Regulator of G-protein signaling 4 (Homo sapiens), P49798; Transcreener GDP fluorescence polarization, RGS4-accelerated GTP hydrolysis; Potency, µM (titrated, usually from 114 µM), inactives show at the top dose activity change, negative = inhibition, actives largely listed as inhibitors; hit rate 0.039% among 390,000; AID 504845, 2011; also: potency is read from the fitted curve at half-maximal effect; % is scaled to controls: 0 for no effect and ±100 for the full control effect; nearly all actives have a fitted effect of over 75% in size; some results filed as inactive show a strong effect at the top dose
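MLSMR compounds (23 nl, pin-transferred) preincubated 10 min at room temperature with a 500nM (2x) first reagent, then RGS4 at 900nM (2x) plus Transcreener GDP mix added; fluorescence polarization (620/688 nm) read before and after 90 min at 30 °C.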
LDHA inh – qHTS assay for inhibitors of human lactate dehydrogenase; hit rate 0.15% among 480,000; purified LDHA, NADH/diaphorase-resazurin fluorescence; active compounds read low; activity change, % (values are at about 110 or 230 µM); AID 1347041, 2019; in the data active = activity change below about -30%; inconclusive = mostly about -25% to -30%;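 also: plate controls were DMSO wells for no effect and wells without enzyme for full effect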
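Resorufin fluorescence (ex540/em590), read at 0 and 20 min after diaphorase/resazurin addition, reports the NADH left after a 5 min room-temperature reaction of 2 nM human LDH5 with 0.06 mM NADH and 0.2 mM pyruvate.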
Apoferritin bind – qHTS Assay for Identification of Novel General Anesthetics | Potency, µM (highest dose often 77.5 µM), inactives show at the highest dose activity change, negative = displacement, most hits filed as inhibitors | hit rate 0.074% among 350,000 | AID 485281, 2010 | Ferritin light chain (Equus caballus), P02791 | apoferritin/1-aminoanthracene competitive binding, fluorescence; also: potency is read from the fitted curve at half-maximal effect; % is scaled to controls: 0 for no effect and ±100 for the full control effect; nearly all actives have a fitted effect of over 20% in size
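Horse-spleen apoferritin (10 uM) in 50% saturated 1-aminoanthracene in PBS was incubated 10 min at room temperature with compound. Fluorescence (ex 380, em 535 nm) was normalized to free and bound 1-AMA, with concentration-response fitted by a four-parameter Hill equation.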
* = called active by the depositor; ? = inconclusive; / = not tested or not shown; & = joins results of further samples; [ ] = remark or other dose. Unless noted, calls follow the shape of the dose curve; as a rule, active = well fitted curve in the direction sought with a large enough effect; inconclusive = small, poorly fitted or top-dose-only effect, or another doubt; inactive = no such curve, though single readings can be large; an effect the other way counts as inactive or inconclusive. The list is partial. The share of hits here may be higher or lower than overall.

SMILES	POLH inh	APE1 inh	POLB inh	Pol kappa inh	12-LOX inh	ERG-DNA inh	RGS4 inh	LDHA inh	Apoferritin bind
CCC1CCCCN1C(=O)CSc1nnc(-c2ccc(OC)c(OC)c2)o1 (centres undefined)	-8%	/	17%	13%	-4%	2%	-10%	-1	-14%
Cc1ccccc1COC(=O)c1nn(-c2ccccc2)nc1N	-13%	-1%	-24%&-15%	-15%&-13%	?	-5%&5%	10%&-13%	-3&-3	-19%&-6%
Nc1nnc(Cc2ccccc2F)s1	-15%	5%	27%	-6%	?	-4%	-9%	-9	?
CCCC(=O)N(Cc1cc(=O)[nH]c2ccccc12)c1ccc(OC)cc1	-7%	0%	17%	-7%	?	-8%	-49%	-5	1%
CC(C)CNc1nc(SCC(=O)Nc2ccccc2)nc(N2CCOCC2)n1	-18%	-4%	-14%	-4%	-4%	8%	-2%	4	-7%
OC(COC(c1ccc(Cl)cc1)c1ccc(Cl)cc1)CN1CCCC1 (centres undefined)	-9%	2%	?	-18%	-9%	4%	4%	-2	-20%
COc1ccccc1-c1cncnc1Nc1ccc(F)cc1	/	2%	/	2%[60.1 µM]	?	/	/	/	-3%
O=c1c(-c2nc3ccccc3s2)cccn1Cc1ccc(Cl)cc1	-12%	5%	63%	-8%	?	-8%	-49%	-5	-12%
CSc1nc2ccccc2n1CC(=O)Nc1c(C)cccc1C	-10%	1%	0%	1%	0%	-4%	1%	-4	-5%
COCCNC(=O)Cn1cc2c(n1)-c1c(oc(C(=O)N3CCCC3)c1C)CC2	-9%	/	4%	-8%	0%	-3%	-24%	25	-10%
COc1ccc(CCNC(=O)c2ccc3ccccc3n2)cc1	5%	58%[activator]	-24%	-16%	?	1%	25%	3	-5%
CN(Cc1ccc(F)cc1)C(=O)CNC(=O)c1ccc2c(c1)OCO2	-14%	12%	/	-3%	-12%	2%	-27%	2	/
Cc1nc(CCNS(=O)(=O)c2cccnc2)cs1	-15%	-2%	16%	7%	29%	-1%	-5%	-3	1%
COc1cc(C(CCN2CCOCC2)c2c(OC)cc(OC)c3c2OC(=O)CC3c2ccc(N(C)C)cc2)cc(OC)c1OC (centres undefined)	-9%	-4%&-1%	26%	?	0%	-2%	-22%&-7%	1	-13%&3%
O=C(COc1cccc(Cl)c1)NCC(c1cccs1)N1CCOCC1 (centres undefined)	-14%	28%	/	6%	23%	-19%	-15%	1	/
COc1ccc(S(=O)(=O)NCCCN2CCOCC2)c2ccccc12	7%	3%	-9%	9%	-11%	-3%	-10%	9	-1%
CCOC(=O)C1C(=O)CC(C)(O)C(C(=O)OCC)C1c1ccccc1 (centres undefined)	-7%	11%	-2%	5%	-15%	-2%	-20%	3	2%
Cc1ccc(NC(=O)Cc2n[nH]c(=O)c3ccccc23)cc1S(=O)(=O)N1CCCCCC1	-26%	15%	/	-16%	211%[activator]	9%	0%	-8	/
Cn1cccc1-c1cc(C(=O)N2CCc3c([nH]c4ccccc34)C2c2ccccn2)[nH]n1 (centres undefined)	?	-11%	3%	-24%	10%	-6%	-10%[56.9 µM]	-5	-17%
CCn1cc2nc(SCC(=O)Nc3ccc(OC)cc3OC)n(Cc3ccc(Cl)cc3)c(=O)c2n1	-11%	/	?	-8%	-6%	-5%	-10%	-13	49%[activator]

2 entries drawn at random from the list so far:
SMILES	POLH inh	APE1 inh	POLB inh	Pol kappa inh	12-LOX inh	ERG-DNA inh	RGS4 inh	LDHA inh	Apoferritin bind
COc1ccc(S(=O)(=O)NCCCN2CCOCC2)c2ccccc12	7%	3%	-9%	9%	-11%	-3%	-10%	9	-1%
O=c1c(-c2nc3ccccc3s2)cccn1Cc1ccc(Cl)cc1	-12%	5%	63%	-8%	?	-8%	-49%	-5	-12%

New compounds follow:
SMILES	POLH inh	APE1 inh	POLB inh	Pol kappa inh	12-LOX inh	ERG-DNA inh	RGS4 inh	LDHA inh	Apoferritin bind
Cc1ccc(-c2nc3nc4ccccc4nc3n2Cc2ccco2)cc1	-9%	25%	19%	-19%	-23%	5%	-38%	-4	-10%
COc1nc(/C(N)=N/O)nc(N2CCCCC2)n1	-9%	2%	16%	-3%	5%	0%	-40%	2	-5%
CC(C)Oc1ccc(C(=O)NCC(=O)N2CCN(S(=O)(=O)/C=C/c3ccccc3)CC2)cc1	-7%	-9%	/	0%	19%	7%	23%	-8	/
CCCCCCc1ccc(-c2ncc(N)cn2)cc1	?	0%	-11%	-12%	?	-2%	6%	8	?
COc1cc(/C=C/C(=O)OCC(=O)Nc2ccc(NC(C)=O)cc2)cc(S(=O)(=O)N2CCc3ccccc32)c1OC	-23%	-2%	0%	11%	-5%	-5%	-20%	-5	-12%
[O-][n+]1onc2c3cc(-c4ccccc4)nnc3ccc21	?	-1%	23%	-14%	3%	-2%	5%	1	-13%
O=C(CSc1nc(O)cc(=O)n1-c1ccccc1)Nc1ccccn1	-12%	5%	4%	-19%	-17%	-6%	-3%	-7	0%
CC(=O)c1cccc(-c2ccc(CN3C(CC(C)C)C(=O)N(Cc4cn(CC5CCCCC5)nn4)CCS3(=O)=O)cc2)c1 (centres undefined)	-9%	/	/	19%	6%	-3%	-5%	-1	/
CN(c1ccccc1)S(=O)(=O)c1ccc(Cl)c(C(=O)OCC(=O)c2c(N)n(C)c(=O)n(C)c2=O)c1	-11%	/	/	-14%	6%	/	1%	-1	/
O=C(O)/C=C\C(=O)Nc1ccc(N2CCN(c3ccc(F)cc3)CC2)cc1	-1%	3%	?	-17%	3%	-16%	-3%	26	-5%
Cc1cc(NC(=O)c2ccc(F)cc2F)n(-c2nc3ccccc3[nH]2)n1	-8%	1%	2%	-20%	10%	5%	-1%	-5	-12%
O=C(CSc1ccc2nnc(-c3ccc(Cl)cc3)n2n1)N1CCCc2ccccc21	0%	3%	11%	-11%	-14%	-1%	5%	-8	5%
COc1cccc(-c2nc(CS(=O)(=O)CC(=O)NCc3ccccc3OC)c(C)o2)c1	-14%	-5%	-16%	-15%	26%	2%	6%	-14	2%
O=C1c2oc3ccccc3c(=O)c2C(c2ccccn2)N1Cc1ccccc1 (centres undefined)	-12%	10%	4%	-13%	13%	-2%	-21%[11.4 µM]	-4	-2%
COc1ccc(/C=C2\Oc3cc(OCC(=O)N4CCC[C@H]4C(=O)O)ccc3C2=O)c(OC)c1	-11%	-17%	29%	?	/	8%	?	-2	7%
CC(=O)NCc1nc2ccccc2n1Cc1ccccc1F	-12%	15%	54%	-7%	7%	-8%	-17%	-7	-6%
c1ccc(OCc2nnc3n2N=C(c2ccccc2)CS3)cc1	-10%	22%	-13%	1%	?	-2%	-27%[11.4 µM]	-2&-4&-4	?
O=C(COC(=O)[C@H](Cc1ccccc1)NC(=O)c1cccs1)NC1CC1	-2%	-3%	-3%	-3%	-24%	-5%	20%	-8	-1%
Cc1ccc(Cn2nnc3c(=O)n(CC(=O)NCc4ccco4)cnc32)cc1	?	-4%	-17%	4%	0%[57.4 µM]	/	-18%	-6	-8%
Cc1cc(C)c(NC(=O)C(C)N2CCCCCC2)c(C)c1 (centres undefined)	-12%	18%	72%	-2%	-17%	-6%	8%	-6	-4%
CC(C)CNC(=O)C1c2ccccc2Oc2ccccc21	-9%	1%	3%	0%	10%	-8%	4%	-4	3%
O=C(COC(=O)c1ccccc1SCC(=O)N1CCCC1)Nc1ccccc1C(F)(F)F	-15%	42%	34%	1%	-5%	9%	-24%	-3	?
CC(=O)Cc1cc(O)c2ccccc2c1OC(=O)c1ccccc1	-5%	0%	?	-2%	-15%	-4%	-38%	28	-17%
Cc1ccccc1CNC(=O)CN1CCSc2ccccc21	-17%	/	2%	-9%[60.1 µM]	-22%	-1%	13%	-5	-7%
O=C(Nc1nnc(-c2ccccc2Cl)o1)c1nc2ccccc2s1	-7%	5%	-7%	-5%	-19%	-4%	-4%	-16	-6%
CCOC(=O)c1cc(C#N)c(SC)nc1-c1ccccc1	-17%	15%	0%	-10%	3%	7%	41%	-2	?
COc1ccc(Br)cc1/C=N/NC(=O)CN1CCN(Cc2ccccc2)CC1	-20%	-4%	-5%	1%	0%	2%	8%	-21	-12%
CC(Sc1nnc(COc2ccccc2)n1Cc1ccccc1)C(=O)O (centres undefined)	-2%	19%	54%	4%	-2%	8%	-4%	-5	-6%
CCOC(=O)c1cc(C)[nH]c1C	8%	-3%	2%	-3%	0%	1%	0%	-15	-1%
Cc1ccc(/C=N\NC(=O)c2ccc3c(c2)OCO3)o1	0%	-17%	38%	-6%	0%	4%	24%	-4	-7%
COC(=O)CN1C(=O)CSc2ccc(S(=O)(=O)Nc3ccc(Cl)cc3C)cc21	-20%	/	0%	2%	?	1%	-14%	5	2%
COc1cccc(CNC(=O)CCCn2ccc3cc(S(=O)(=O)N4CCCC4)ccc32)c1	-11%	-18%	24%	6%	-16%	0%	21%[11.4 µM]	-2	5%
